Compound activity (PubChem BioAssay)
Fam108B counter – mouse Fam108B serine hydrolase inhibitors, primary screen, counter-screen for RBBP9 inhibitor project, biochemical, fluorescence polarization; recombinant Fam108B, FP-Rh probe fluorescence polarization; inhibition, % at 9.51 µM; 300,000 tested, 0.33% active; AID 1947, 2009;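 active = inhibition above the screen mean inhibition plus 3 SD, computed separately per campaign, cut at about 18% in these data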;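 also: inhibitors lower polarization as less probe binds the enzyme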
PME-1 inh – PME-1 inhibitors via competitive probe labeling, primary screen, biochemical, fluorescence polarization, FP-Rh probe, HTS; 320,000 tested, 0.53% active; Protein phosphatase methylesterase 1 (Homo sapiens), Q9Y570; AID 2130, 2009; recombinant PME-1; inhibition, % at 5.9 µM;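 active = inhibition above the campaign mean of all compounds plus 3 SD, cut at about 26% in these data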;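 also: competitive labeling of PME-1 active site by serine hydrolase directed probe; 0% = PME-1 with DMSO and 100% = wells lacking PME-1 enzyme; inhibitors block probe labeling so polarization falls and inhibition rises; many of its hits are not listed in these tables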
GLD-1 RNA inh – GLD-1/TGE RNA complex disruptors, primary screen, biochemical, fluorescence polarization; Female germline-specific tumor suppressor gld-1 (Caenorhabditis elegans), Q17339; purified GLD-1 + fluorescein TGE RNA; inhibition, % at 5.96 µM; 320,000 tested, 0.44% active; AID 2280, 2010;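 active = percent inhibition above a per-plate cutoff, the plate mean of test compounds plus 3 SD, cut at about 30% in these data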;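 also: 0% = DMSO wells with GLD-1 and probe and 100% = wells lacking GLD-1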
Efflux pump inh – inhibitors of Candida efflux pumps in yeast, primary screen, S. cerevisiae, Nile Red, multiplex. 330,000 tested, 0.44% active. S. cerevisiae Candida pump triplex. inhibition, % at 10 µM;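 active = plate passing quality check with inhibition over a set limit, or well fluorescence over plate mean plus 4 SD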;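 also: Nile Red retained in pooled yeast measured as flow cytometry median fluorescence; 0% = buffer negative control and 100% = Enniatin B positive control; higher means more Nile Red kept so more efflux inhibition; some compounds called inactive have numbers as strong as hits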
MCL1 BIM primary – inhibitors of MCL1 binding to BIM-BH3, primary screen, biochemical, fluorescence polarization | GST-MCL1 / FITC-Bim-BH3 fluorescence polarization | inhibition, % at 10.9 µM | 320,000 tested, 0.68% active;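 active = inhibition above the mean inhibition of all tested compounds plus 3 SD, set per campaign, cut at about 40% in these data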;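 also: 0% = DMSO wells and 100% = unlabeled Bim-BH3 peptide control; higher means more loss of mP so more displacement of Bim peptide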
MEX-5 binding – MEX-5 zinc finger RNA-binding disruptors – biochemical, C. elegans, fluorescence polarization, MLPCN library, primary screen | Zinc finger protein mex-5 (Caenorhabditis elegans), Q9XUB2 | MEX-5/FITC-TCR2 RNA binding; stronger effect = lower value | activity score (negative = inhibition of binding), % at 10 µM | 300,000 tested, 0.38% active;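 active = inhibition past about -25% in most replicates, and total fluorescence under double the plate's negative control median, limit read from the data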;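 also: 0% = DMSO and -100% = 5 µM competing unlabeled TCR2 RNA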
GRK2 aptamer HTS – compounds blocking aptamer binding on GRK2 – biochemical, human GRK2, bead flow cytometry, HTS, primary screen; 330,000 tested, 0.59% active; inhibition of aptamer binding, % at 10 µM; FAM-aptamer displacement from GRK2; AID 488847, 2010; Beta-adrenergic receptor kinase 1 (Homo sapiens), P25098;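 active = inhibition of aptamer binding above 40%, roughly 3 SD of noise, on plates passing a quality check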;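 also: median bead fluorescence of bound FAM aptamer so fluorescent compounds give negative values; no value below 0 was filed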
BCLXL inh – inhibitors of human Bcl-xL, primary screen, biochemical, fluorescence polarization, HTS. 320,000 tested, 0.7% active. GST-Bcl-xL / FITC-Bim BH3 peptide fluorescence polarization. Bcl-2-like protein 1 (Homo sapiens), Q07817. inhibition, % at 10.9 µM;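 active = inhibition above the mean of all tested compounds plus 3 SD, cutoff set per campaign, cut at about 30% in these data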;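 also: 0% = DMSO wells and 100% = unlabeled Bim-BH3 peptide competitor; inhibitors lower millipolarization by displacing the labeled peptide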
VLA-4 inh – inhibition in human VLA-4 binding assay, primary screen, VLA-4 allosteric modulator project, MLPCN library, flow cytometry, VLA-4 expressing cells; ligand binding flow cytometry; inhibition, % (about 7 µM as worked out from the volumes in the protocol); 330,000 tested, 0.2% active; AID 2557, 2010; in the data active = inhibition above about 50%
Target sequence (P13612 whole entry, looked up): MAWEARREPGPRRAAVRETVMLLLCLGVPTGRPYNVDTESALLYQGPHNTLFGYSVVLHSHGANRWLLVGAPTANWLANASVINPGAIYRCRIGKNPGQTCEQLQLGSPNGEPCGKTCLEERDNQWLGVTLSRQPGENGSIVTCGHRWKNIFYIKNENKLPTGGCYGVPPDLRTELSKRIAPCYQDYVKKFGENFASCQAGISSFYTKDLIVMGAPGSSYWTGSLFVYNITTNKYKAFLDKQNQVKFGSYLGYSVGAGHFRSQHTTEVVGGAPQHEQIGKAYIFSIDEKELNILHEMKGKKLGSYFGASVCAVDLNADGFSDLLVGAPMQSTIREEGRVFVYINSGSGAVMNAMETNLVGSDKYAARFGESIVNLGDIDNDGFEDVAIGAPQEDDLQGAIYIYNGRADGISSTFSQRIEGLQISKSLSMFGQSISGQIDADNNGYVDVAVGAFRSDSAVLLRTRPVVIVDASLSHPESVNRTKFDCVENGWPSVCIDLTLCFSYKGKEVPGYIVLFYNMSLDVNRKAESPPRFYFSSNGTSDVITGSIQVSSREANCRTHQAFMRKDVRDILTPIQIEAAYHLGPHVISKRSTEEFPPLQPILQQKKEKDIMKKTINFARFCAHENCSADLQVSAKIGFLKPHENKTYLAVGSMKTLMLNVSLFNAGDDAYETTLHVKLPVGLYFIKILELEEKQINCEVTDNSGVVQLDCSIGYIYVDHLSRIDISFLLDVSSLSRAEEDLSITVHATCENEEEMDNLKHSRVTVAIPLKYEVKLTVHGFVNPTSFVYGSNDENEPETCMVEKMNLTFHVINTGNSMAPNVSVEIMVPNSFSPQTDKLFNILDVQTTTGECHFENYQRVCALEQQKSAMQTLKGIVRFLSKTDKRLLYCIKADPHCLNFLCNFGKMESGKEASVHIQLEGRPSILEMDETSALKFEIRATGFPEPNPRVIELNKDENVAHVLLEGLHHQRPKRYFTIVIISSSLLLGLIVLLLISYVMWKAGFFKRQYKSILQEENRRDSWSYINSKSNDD
* hit, by the source's call; . = not tested or not shown.

smiles | Fam108B counter | PME-1 inh | GLD-1 RNA inh | Efflux pump inh | MCL1 BIM primary | MEX-5 binding | GRK2 aptamer HTS | BCLXL inh | VLA-4 inh
CN(Cc1ccccc1)C(=O)c1ccccc1NC(=O)c1ccccc1 | 3 | 5 | 2 | -0.2 | 3 | -1.6 | 12 | -4 | 3
CC(C)Oc1ccc(S(=O)(=O)N2CCOCC2)cc1NC(=O)C(C)Oc1ccc(F)cc1 (stereo not given) | 2 | 13 | 1 | 0.1 | -6 | 1.3 | 3 | 2 | 4
O=C(CN(C(=O)CCC(=O)Nc1nccs1)c1ccc(F)c(Cl)c1)NCC1CCCO1 (stereo not given) | -5 | -1 | -5 | 0.2 | 0 | 1.0 | 2 | 3 | 0
CSCCC(NC(=O)c1ccc(Cl)cc1)C(=O)O (stereo not given) | 2 | 2 | 6 | -0.1 | -6 | -2.6 | 0 | -3 | -3
Cc1cnc(C(=O)N2CCN(c3ccc(C(F)(F)F)cn3)CC2)cn1 | -1 | -1 | 3 | 0.0 | -3 | 1.4 | 0 | -1 | -5
Cc1c(NC(=O)c2c(NC(=O)CNC3CC3)sc3c2CCCC3)c(=O)n(-c2ccccc2)n1C | -1 | 0 | 1 | 0.2 | 5 | -0.2 | 2 | 4 | 19
CCOCCn1c(CN2CCN(c3ccc(OC)cc3)CC2)nc2c1c(=O)n(C)c(=O)n2C | -1 | 5 | 3 | 0.1 | 5 | 0.2 | 1 | 7 | 10
Cc1ccnc(NC(=O)/C=C/c2ccccc2Cl)c1 | 3 | -3 | 1 | -0.1 | 18 | -0.1 | 0 | 7 | 11
O=C(COC(=O)c1ccccc1C(=O)c1ccccc1)Nc1ccc(SC(F)F)cc1 | -29 | -25 | 13 | 0.3 | -1 | 1.9 | 0 | 4 | 17
Cc1ccc(-n2ncc3c(=O)[nH]c(SCC(=O)N4CCCCC4)nc32)cc1 | 6 | 0 | -2 | 0.2 | -5 | -0.2 | 0 | -1 | 9
O=C(Nc1ccc(NC(=O)c2cccs2)cn1)c1ccccc1 | -2 | -5 | 8 | -0.3 | 2 | 0.7 | 0 | 7 | 9
CC1(C)C(=O)Nc2ccccc2N1C(=O)COC(=O)c1cccc(O)c1 | . | . | 2 | 0.2 | . | . | 2 | . | 2
O=C(O)c1cc(S(=O)(=O)N2CCCCC2)ccc1N1CCOCC1 | . | . | 0 | -0.1 | . | . | 0 | . | 3
O=C1C2C3c4ccccc4C(c4ccccc43)[C@@H]2c2nc3ccccc3n21 (stereo not given in full) | -1 | 7 | 5 | 0.0 | 3 | . | 0 | -2 | 2
O=C(CCNc1cccc(Cl)c1)c1ccco1 | -3 | 1 | 8 | 0.1 | 4 | -1.5 | 9 | 5 | 16
CC(C)c1ccc(S(=O)(=O)Nc2ccc3c(c2)OCO3)cc1 | . | . | 8 | -0.2 | . | . | 3 | . | -3
Cc1ccc(N2CCN(C3=NC(=O)/C(=C\c4cccs4)S3)CC2)cc1 | -2 | -2 | 2 | 0.3 | 0 | -1.4 | 2 | -1 | 14
Cc1oc2c(c(C)cc3oc(=O)c(CC(=O)N[C@@H](CCCNC(N)=O)C(=O)O)c(C)c32)c1C | -6 | -3 | -10 | -0.1 | -5 | -1.1 | 28 | 1 | -1
O=c1cc(-c2ccccc2Cl)oc2cccc(O)c12 | 1 | -2 | 4 | -0.2 | 6 | 0.6 | 1 | 8 | 15
CCN1CCN(S(=O)(=O)c2ccc(OC)c(Br)c2)CC1 | 0 | 3 | 7 | 0.0 | 3 | 0.3 | 0 | -1 | 2
Cc1cc(OCc2cc(C(=O)N(Cc3nccn3C)C(C)C)no2)cc(C)c1Cl | -4 | 1 | 2 | 0.0 | 3 | . | 0 | 5 | 2
O=C(NC1CCCCCC1)c1cc2ccccc2oc1=O | -2 | 1 | -1 | 0.4 | 7 | -3.0 | 0 | 2 | 1
Cc1cccc(NC(=O)Nc2ccc([N+](=O)[O-])cc2)n1 | -13 | -1 | 3 | -0.1 | -2 | 0.5 | 0 | 2 | 6
O=C(Nc1cccnc1)c1ccc(Br)c(S(=O)(=O)N2CCCC2)c1 | 5 | 1 | 1 | -0.1 | 13 | -1.5 | 0 | 2 | 12
CCCCNCC1C(Oc2ccc(Cl)cc2)C(=O)N1c1ccccc1C (stereo not given) | 2 | -3 | -4 | -0.1 | 2 | -0.8 | 0 | -5 | -3
N#CCc1c(C#N)c(N)nc(N2CCN(c3ccc(F)cc3)CC2)c1C#N | -1 | -1 | -34 | 0.3 | -25 | -1.3 | 0 | -9 | -21
O=C(Nc1cccnc1)c1cnc2ccccc2n1 | -1 | -9 | -4 | -0.2 | 3 | 0.4 | 0 | 5 | 13
COc1ccc2c(c1)SCC/C2=C\CN1C(=O)CCC1=O | 0 | -5 | -2 | 0.0 | 7 | -2.5 | 6 | 5 | 0
O=C(COC(=O)c1ccccc1NCCO)NCCC1=CCCCC1 | 1 | 9 | 2 | 0.0 | -3 | -1.7 | 0 | 5 | 29
CCOc1ccc(CCNC(=O)CN2C(=O)NC3(CCCCCC3)C2=O)cc1OCC | . | -1 | 8 | 0.1 | -5 | . | 1 | -14 | 41
CCOC(=O)c1c(C)[nH]c(C(=O)CSc2nnc(C3CC3)n2N)c1C | 3 | 0 | 3 | 0.4 | -6 | -1.1 | 3 | 0 | 7
Oc1ccccc1-c1nnc(COc2ccc(Cl)cc2Cl)o1 | 0 | 1 | 6 | -0.2 | 9 | 0.9 | 1 | 3 | -2
Cc1ccc(NC(=O)NCc2ccc3c(c2)OCO3)c(C)c1 | 1 | 2 | -2 | 0.1 | 3 | -0.8 | 4 | 5 | -12
C[C@H](CO)N1C[C@H](C)[C@@H](CN(C)Cc2ccncc2)Oc2c(NS(=O)(=O)c3cn(C)cn3)cccc2C1=O | . | . | 1 | -0.2 | . | . | 0 | . | 2
CC1Cc2ccccc2N1C(=O)COc1ccc2c(c1)OCO2 (stereo not given) | 1 | -4 | 0 | 0.2 | 2 | -1.1 | 0 | -3 | 1
O=C(NCc1ccccc1)C1=C[C@H](c2ccc(Br)cc2)C[C@H](OCc2ccc(CO)cc2)O1 | -10 | 4 | 5 | -0.1 | 1 | -2.3 | 1 | 4 | 0
Cc1cc(N(C)C)nc(Nc2ccccc2)n1 | . | -3 | 3 | -0.1 | 10 | . | 0 | 5 | 4
Cc1ccc(S(=O)(=O)c2cc(N3CCOCC3)nc(-c3ccccc3)n2)cc1 | -4 | 6 | -8 | 0.2 | -3 | 1.1 | 1 | 4 | 3
CCCCCCCCN1[C@@H](CC(=O)O)c2ccc(C(F)(F)F)cc2S1(=O)=O | 3 | 4 | 4 | -0.1 | 6 | -4.0 | 0 | 3 | -7
S=C(NCCN1CCOCC1)N/N=C/c1c2ccccc2cc2ccccc12 | -1 | 9 | -32 | -0.2 | -36 | -4.0 | 1 | -24 | -7
Cc1csc(SCC(=O)NC2CCCCC2)n1 | 4 | -4 | 0 | -0.3 | 2 | -3.5 | 2 | 1 | -10
CN1CCN(C(=S)SCC(=O)Nc2nc(-c3ccccc3)c(-c3ccccc3)o2)CC1 | 0 | 2 | -4 | -0.2 | 3 | 0.2 | 100* | 4 | -8
O=C1CSC(c2ccc(Cl)cc2)N1c1cccnc1 (stereo not given) | 2 | 1 | 4 | -0.1 | 5 | 2.9 | 0 | 0 | -2
CCCCn1c(SCC(=O)NC(=O)NCc2ccco2)nc2cc(S(N)(=O)=O)ccc21 | 0 | 8 | 6 | -0.1 | -2 | 0.0 | 2 | -2 | 11
COc1ccccc1/C=N/NC(=O)c1sc(C)nc1C | 0 | -3 | 6 | -0.1 | -5 | 1.5 | 0 | -2 | 0
Cc1cccc2cc(=O)[nH]c(C)c12 | -4 | -4 | 1 | 0.0 | -17 | -0.8 | 0 | -17 | 1
CC1(C)Cc2cccc(OCC(=O)Nc3cccnc3Cl)c2O1 | 0 | 4 | 11 | 0.1 | 3 | -0.7 | 3 | 5 | 2
CSc1ncccc1C(=O)OCC(=O)c1[nH]c(C)c(C(C)=O)c1C | . | -3 | 5 | 0.1 | 3 | . | 8 | 2 | 10
COc1ccc(OC)c(S(=O)(=O)N2CCC(C(=O)NCc3ccc4c(c3)OCO4)CC2)c1 | 2 | 5 | 0 | -0.1 | 9 | -1.0 | 0 | 5 | 2
Cn1c(=O)n(-c2cccc(Cl)c2)c(=O)c2c3c(sc21)COC(C)(C)C3 | -1 | -9 | 4 | 0.1 | -10 | 1.8 | 0 | -1 | 16

New compounds follow.
smiles | Fam108B counter | PME-1 inh | GLD-1 RNA inh | Efflux pump inh | MCL1 BIM primary | MEX-5 binding | GRK2 aptamer HTS | BCLXL inh | VLA-4 inh
O=C(CNS(=O)(=O)c1ccccc1)Nc1ccc(C(F)(F)F)cc1 | -1 | -5 | 4 | -0.1 | 5 | 2.0 | 0 | 4 | 16
CC(C)=CCN1CCN(Cc2cccc3nonc23)CC1CCO (stereo not given) | 0 | -3 | 1 | 0.0 | 8 | -0.9 | 0 | 3 | -16
COc1ccccc1Nc1nnc(SCC(=O)N2CCCC2=O)s1 | 5 | -3 | -2 | -0.1 | -6 | 0.0 | 1 | -2 | -9
O=C(COC(=O)c1ccc(F)c(S(=O)(=O)N2CCOCC2)c1)c1ccccc1 | . | . | 2 | -0.2 | . | . | 4 | . | 31
O=C(NCCc1ccccc1)c1nc2nc(-c3cccs3)cc(C(F)(F)F)n2n1 | 2 | 1 | 2 | 0.1 | -3 | -2.4 | 0 | 7 | 14
COCCNC(=O)C(=O)c1c(-c2ccccc2)[nH]c2ccccc12 | 0 | -3 | -3 | 0.0 | -4 | 1.3 | 5 | 5 | 4
Cn1nc([N+](=O)[O-])nc1Oc1ccc2ccccc2c1 | -1 | 2 | -4 | 0.0 | 6 | . | 0 | 3 | 7
CCN(CC)S(=O)(=O)c1ccc(C(=O)OCCNC(=O)c2cccnc2)cc1 | -1 | -3 | 3 | 0.0 | -7 | 2.6 | 0 | 6 | 1
COC(=O)[C@@]12CCCCN1[C@H](c1ccc(-c3ccc4c(c3)OCO4)c(OC)c1)[C@@H]1C(=O)N(C)C(=O)[C@@H]12 | 3 | -2 | 5 | -0.2 | 6 | . | 0 | 7 | 28
O=C(COC(=O)/C=C/c1ccc(Cl)cc1)NCCN1C(=O)CSC1=O | 5 | 6 | 2 | 0.0 | 3 | 0.8 | 1 | 0 | -6
Cc1ccn2c(=O)c(C(=O)NCCC3=CCCCC3)c(O)nc2c1 | 6 | 2 | -3 | 0.0 | 1 | 2.2 | 0 | 0 | 6

These rows are one share of the data; rates above refer to the full screens.
